Compound activity deposited in PubChem by several laboratories.
MLLE-PAM2 inh: blocks PAM2 peptide binding to the PABP1 MLLE domain | P11940 | GST-MLLE / FITC-PAM2 fluorescence polarization | inhibition, % at 20 µM | actives 0.36% (n = 360,000) | AID 588489; in the data active means inhibition above about 35%, passing the limit was not always enough;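 further: plate controls were DMSO wells with GST-MLLE for no effect and wells lacking GST-MLLE protein for full effect; some results filed as inactive read as strong as hits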
FAS-TE inh: FAS thioesterase (human) inhibition. recombinant FAS-TE, OMFH fluorogenic substrate, fluorescence endpoint. inhibition, % at 15 µM. actives 0.67% (n = 360,000);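 active means compounds whose normalised, plate-corrected inhibition of enzyme fluorescence in the single-dose primary screen is 50% or more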;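 further: 0% = DMSO with enzyme and 100% = substrate without enzyme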
MsrA inhibitor: inhibitors of bovine MsrA | actives 0.75% (n = 360,000) | inhibition, % at 15.5 µM | purified bovine MsrA, absorbance read-out; in the data active means inhibition above about 4.5%;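 further: 0% = vehicle wells with enzyme and 100% = reference inhibitor wells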
Rin1 Abl inh: inhibitors of human Rin1-Abl protein interaction | actives 0.4% (n = 360,000) | TR-FRET Rin1/Abl binding, biochemical | P00519+Q13671 | inhibition, % at 7.35 µM; in the data active means inhibition above about 5%, passing the limit was not always enough
bovine MsrA act: bovine methionine sulfoxide reductase A activation. activation, % at 10.6 µM. purified bovine MsrA, absorbance read-out. actives 0.3% (n = 360,000); in the data active means activation above about 7.5%;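 further: 0% = vehicle and 100% = reference activator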
CSN inh: inhibitors of human CSN-mediated cullin deneddylation; inhibition, % at 12.5 µM; AID 651999; Purified CSN, SCF-Nedd8-OG deneddylation, fluorescence polarization; Q92905; actives 0.38% (n = 360,000);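 active means pattern-corrected inhibition above about 35%, with an unprinted fluorescence ratio check between 0.5 and 1.5, limit read from the data, passing the limit was not always enough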;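 further: 0% = enzyme with substrate and 100% = substrate without enzyme; some results filed as inactive read as strong as hits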
Target sequence (Q92905 whole entry, looked up, one chain of several): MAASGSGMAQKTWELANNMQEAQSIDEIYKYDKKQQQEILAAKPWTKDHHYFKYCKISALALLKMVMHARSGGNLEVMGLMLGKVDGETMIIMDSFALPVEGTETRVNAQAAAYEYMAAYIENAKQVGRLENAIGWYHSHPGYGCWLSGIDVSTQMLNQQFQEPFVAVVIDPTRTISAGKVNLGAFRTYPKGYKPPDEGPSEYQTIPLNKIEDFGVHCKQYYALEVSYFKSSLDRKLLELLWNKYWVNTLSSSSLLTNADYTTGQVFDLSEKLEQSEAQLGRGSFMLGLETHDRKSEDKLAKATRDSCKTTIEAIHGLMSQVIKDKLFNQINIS
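Material: human Csn5 produced in HEK293T cells; Input: enzyme 0.24 nM; Reagent: SCFSkp2-Nedd8OG substrate at 10 nM final; Dosing: 12.5 µM compound; Incubation: 90 min reaction at room temperature; Detection: fluorescence polarization of the substrate; Evaluation: % inhibition of substrate cleavage by Csn5; Control set: substrate-only high control, full reaction low control.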
Tb MetRS inh: Trypanosoma brucei MetRS inhibition; actives 0.4% (n = 360,000); purified T. brucei MetRS, ATP depletion, Kinase-Glo luminescence; inhibition, % at 11.9 µM;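 active means inhibition above a per-plate cutoff of the control wells' mean inhibition plus 3 SD, cut at about 5.5% in these data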;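 further: 0% = DMSO wells median and 100% = median of wells with control inhibitor compound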
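Material: parasite MetRS enzyme / Replication: singlicate, one well per compound / Signal: luminescence of leftover ATP / Schedule: 2 h aminoacylation at 25 °C after 15 min preincubation / Medium: HEPES-MgCl2-KCl buffer plus DTT, spermine, BSA, pyrophosphatase / Doses: 11.9 µM single point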
E coli Lon inh: E. coli protease La inhibition; inhibition, % at 7.94 µM; purified E. coli Lon protease, fluorescence polarization; P0A9M0; actives 0.42% (n = 360,000); in the data active means inhibition above about 13%, passing the limit was not always enough;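 further: 0% = enzyme with probe and DMSO and 100% = no enzyme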
Neddylation inh: inhibitors of human cullin neddylation; P61081+Q13564; TR-FRET cullin neddylation, biochemical; calls only at 25 µM; actives 0.58% (n = 360,000); AID 651699; in the data active means inhibition above about 36%
Target sequence (P61081 whole entry, looked up): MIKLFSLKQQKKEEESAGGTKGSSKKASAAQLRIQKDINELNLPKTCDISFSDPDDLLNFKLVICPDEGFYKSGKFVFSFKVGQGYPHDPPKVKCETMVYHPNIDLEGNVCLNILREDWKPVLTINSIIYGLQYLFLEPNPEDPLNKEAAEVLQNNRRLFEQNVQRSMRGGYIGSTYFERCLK
Target sequence (Q13564 whole entry, looked up): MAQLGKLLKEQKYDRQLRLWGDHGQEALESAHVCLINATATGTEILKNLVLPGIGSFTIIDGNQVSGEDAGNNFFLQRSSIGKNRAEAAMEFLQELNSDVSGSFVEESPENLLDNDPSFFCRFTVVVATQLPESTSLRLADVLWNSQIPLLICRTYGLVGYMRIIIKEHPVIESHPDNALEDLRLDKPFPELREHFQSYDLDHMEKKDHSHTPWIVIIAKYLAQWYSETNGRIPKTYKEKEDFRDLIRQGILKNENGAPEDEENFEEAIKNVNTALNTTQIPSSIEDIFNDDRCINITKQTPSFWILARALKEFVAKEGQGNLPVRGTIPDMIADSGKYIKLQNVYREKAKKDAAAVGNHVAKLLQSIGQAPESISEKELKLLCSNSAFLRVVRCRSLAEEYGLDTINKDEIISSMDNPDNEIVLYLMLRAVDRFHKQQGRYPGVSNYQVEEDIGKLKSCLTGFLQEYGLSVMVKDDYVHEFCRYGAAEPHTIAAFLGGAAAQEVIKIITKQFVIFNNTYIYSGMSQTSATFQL
Active calls of the source: *; i = inactive; x = not tested or not shown.

(1) CCC(C)n1cnc2c(c1=O)c1nc3ccccc3nc1n2-c1ccc2c(c1)OCCO2 (stereo not drawn)
(2) COc1ccc(C(NC(=O)CN2CCCCCC2)c2ccc(OC)cc2)cc1
(3) O=C(O)CCn1nc(-c2ccc(F)cc2)cc(Cc2ccccc2)c1=O
(4) COc1cccc2c(=O)n(CC(=O)Nc3ccccc3F)ccc12
(5) C=CCN1C(=O)C(O)(CC(=O)c2ccccc2)c2ccccc21 (stereo not drawn)

Screen / compound no.	1	2	3	4	5
MLLE-PAM2 inh	-24	-8	14	2	4
FAS-TE inh	1	-1	-9	-4	-5
MsrA inhibitor	-0.1	-1.2	x	1.4	0.2
Rin1 Abl inh	4	-2	-2	2	0
bovine MsrA act	-11	0	-2	-1	-1
CSN inh	3	1	1	5	-3
Tb MetRS inh	0.2	-1.0	-0.2	-0.6	-0.7
E coli Lon inh	-5	8	-1	-5	-6
Neddylation inh	i	i	i	i	i

The last 4 records of the section before are carried over, then new ones follow:
(2) COc1ccc(C(NC(=O)CN2CCCCCC2)c2ccc(OC)cc2)cc1
(3) O=C(O)CCn1nc(-c2ccc(F)cc2)cc(Cc2ccccc2)c1=O
(4) COc1cccc2c(=O)n(CC(=O)Nc3ccccc3F)ccc12
(5) C=CCN1C(=O)C(O)(CC(=O)c2ccccc2)c2ccccc21 (stereo not drawn)
(6) CN1CCN(S(=O)(=O)c2ccc(Sc3nnc(-c4cccs4)n3-c3ccccc3)nc2)CC1
(7) Cc1nc(NC(=O)CSc2nnc(C3CC3)n2C)sc1C(=O)N(C)C
(8) Cc1cc(C)c(C#N)c(SCS(=O)c2ccc(C(C)(C)C)cc2)n1 (stereo not drawn)
(9) CCN1CCN(CC(=O)Nc2cc(F)ccc2C)CC1
(10) COc1cccc(NC(=S)NCc2ccc(F)cc2)c1

Screen / compound no.	2	3	4	5	6	7	8	9	10
MLLE-PAM2 inh	-8	14	2	4	6	7	-1	1	-13
FAS-TE inh	-1	-9	-4	-5	-11	-6	30	-8	5
MsrA inhibitor	-1.2	x	1.4	0.2	0.3	1.0	-1.5	1.0	0.4
Rin1 Abl inh	-2	-2	2	0	5	2	3	-3	-3
bovine MsrA act	0	-2	-1	-1	-11	-3	-1	-6	-4
CSN inh	1	1	5	-3	-1	3	1	-3	4
Tb MetRS inh	-1.0	-0.2	-0.6	-0.7	-0.2	0.1	0.0	-0.6	0.1
E coli Lon inh	8	-1	-5	-6	-2	-7	-10	-1	-3
Neddylation inh	i	i	i	i	i	i	i	i	i

(11) COc1ccc(OCCOC(=O)CNC(=O)c2cccc(C)c2)cc1
(12) COc1ccccc1NC(=O)N1CCCC1C(=O)NCC1CCCO1 (stereo not drawn)
(13) O=C(CC1SC(=NCC2CCCO2)NC1=O)Nc1cc([N+](=O)[O-])ccc1Cl (stereo not drawn)
(14) NC(=O)c1ccc(N2CCN(c3ccccc3O)CC2)c([N+](=O)[O-])c1
(15) Cc1cc(C)c(NC(=S)NCC2CCN(C(C)c3ccccc3)C2)c(C)c1 (stereo not drawn)

Screen / compound no.	11	12	13	14	15
MLLE-PAM2 inh	12	-1	-9	-12	18
FAS-TE inh	-5	-12	2	-1	-5
MsrA inhibitor	-1.0	0.8	0.3	0.2	-0.8
Rin1 Abl inh	2	0	-3	4	1
bovine MsrA act	-11	-3	-3	0	-1
CSN inh	1	-2	-7	-6	-3
Tb MetRS inh	-0.7	-0.7	0.7	-0.5	-0.2
E coli Lon inh	1	-4	1	9	5
Neddylation inh	i	i	i	i	i

(16) Cc1cccc(C)c1N1C(=O)c2ccccc2NC(=O)C1C(=O)Nc1ccc(N2CCOCC2)cc1 (stereo not drawn)
(17) O=C(Nc1ccc(Cl)cc1)N1CCC(c2nc(-c3ccccc3Cl)no2)CC1
(18) CCOC(=O)NNC(=S)Nc1c(C)n(C)n(-c2ccccc2)c1=O
(19) Cc1ccc(NC(=O)c2cccc(NC3=NC4CS(=O)(=O)CC4S3)c2)cc1C (stereo not drawn)
(20) Nc1nc(SCC(=O)NCc2ccccc2Cl)[nH]c(=O)c1NC(=O)c1ccccc1F

Screen / compound no.	16	17	18	19	20
MLLE-PAM2 inh	x	-2	-2	-140	26
FAS-TE inh	x	29	-3	-6	-6
MsrA inhibitor	-0.4	-0.3	0.2	0.4	0.3
Rin1 Abl inh	x	-3	0	3	-1
bovine MsrA act	x	-2	-2	5	-12
CSN inh	0	-1	4	-3	-9
Tb MetRS inh	0.1	-0.4	0.6	-0.1	-1.4
E coli Lon inh	x	9	-9	-4	-3
Neddylation inh	i	i	i	i	i

(21) Cc1cc(C)cc(NC(=O)Nc2ccc3c(c2)N(C)C(=O)CS3)c1
(22) OCC1OC(n2cnc3c(SCc4ccccc4)nc(NO)nc32)C(O)C1O (stereo not drawn)
(23) Nc1ccc(S(=O)(=O)c2cccc(N)c2)cc1
(24) CN(C)C(=S)SCC(=O)Nc1ccc(Cl)cc1Cl
(25) Cc1cccc(-c2noc(CCC(=O)NCc3ccco3)n2)c1

Screen / compound no.	21	22	23	24	25
MLLE-PAM2 inh	-13	24	-5	28	1
FAS-TE inh	14	-10	-7	-16	-5
MsrA inhibitor	0.0	0.3	-0.5	-1.3	0.0
Rin1 Abl inh	-2	-2	-3	-1	-5
bovine MsrA act	1	0	-3	-5	-3
CSN inh	4	-3	5	-10	7
Tb MetRS inh	0.1	-0.2	0.0	0.2	-0.3
E coli Lon inh	-4	-22	-5	1	2
Neddylation inh	i	i	i	i	i

(26) COC(=O)c1cccc(S(=O)(=O)N2CCC(n3nnc4cc(F)ccc43)CC2)c1
(27) O=C(O)CCCNc1ccc(S(=O)(=O)N2CCCCC2)cc1
(28) CCNCc1ccc(OCc2cccs2)c(OCC)c1
(29) COc1cccc2cc(C(=O)Nc3cc(C)cc(C)c3)/c(=N/NS(=O)(=O)c3ccccc3)oc12
(30) Cc1sc2nc[nH]c(=S)c2c1-c1ccccc1

Screen / compound no.	26	27	28	29	30
MLLE-PAM2 inh	-6	6	8	1	31
FAS-TE inh	15	-7	-7	-4	7
MsrA inhibitor	-0.2	0.9	1.6	-0.8	1.9
Rin1 Abl inh	1	0	4	2	-2
bovine MsrA act	-1	-8	-6	-2	-3
CSN inh	3	1	1	0	-2
Tb MetRS inh	0.1	-1.1	-0.7	0.0	-1.0
E coli Lon inh	-1	13	-2	-5	-3
Neddylation inh	i	i	i	i	i

(31) O=C(CCNc1cccc(Cl)c1)c1ccco1
(32) CCc1nonc1NC(=O)c1oc2ccc(F)cc2c1C
(33) CCOC(=O)c1ccc(NC(=O)Cn2nc(C)c3ccccc3c2=O)cc1
(34) Cc1ccc(C)c(NC(=O)c2sc(Cl)nc2-c2ccccc2)c1
(35) CCCCNC(=O)C1(C)CCCCN1C(=O)c1ccc(F)c(C)c1 (stereo not drawn)

Screen / compound no.	31	32	33	34	35
MLLE-PAM2 inh	7	-16	-8	5	11
FAS-TE inh	4	-3	2	14	-8
MsrA inhibitor	-1.3	-0.6	-0.3	0.5	1.1
Rin1 Abl inh	1	-2	4	-3	3
bovine MsrA act	-12	-2	-4	2	1
CSN inh	0	-10	-1	-2	-4
Tb MetRS inh	-1.2	0.1	-1.8	0.7	-0.1
E coli Lon inh	-4	4	-4	3	-6
Neddylation inh	i	i	i	i	i

(36) COCC1=C(C(=O)OC)C(c2ccco2)n2ncnc2N1 (stereo not drawn)
(37) Cc1ccc(OCC(=O)N/N=C\c2ccc(C)o2)c([N+](=O)[O-])c1
(38) COC(=O)C1=C(C(=O)OC)[C@@H]2Nc3ccccc3[C@@]23C[C@@H](C(=O)OC)N(C(=O)c2ccco2)C3=N1
(39) CC(C)N(CC(N)=O)C(=O)Cc1coc2cc3c(cc12)CCC3
(40) Cc1nc(N2CCN(c3ccccn3)CC2)c2c(C)c(C(=O)Nc3ccc(F)cc3)sc2n1

Screen / compound no.	36	37	38	39	40
MLLE-PAM2 inh	12	-44	0	-24	7
FAS-TE inh	-6	-11	-8	-13	28
MsrA inhibitor	-0.8	1.2	0.0	0.7	-1.9
Rin1 Abl inh	-2	-4	-1	1	-1
bovine MsrA act	-5	-3	-1	-4	-5
CSN inh	3	19	2	-7	3
Tb MetRS inh	-0.2	0.7	0.3	0.1	0.0
E coli Lon inh	4	-48	-9	-8	6
Neddylation inh	i	i	i	i	i

(41) CCOC(=O)C1CCCN(C(=O)c2cccc(NC(=O)C(CC)CC)c2)C1 (stereo not drawn)
(42) Cc1ccsc1/C=N/NC(=O)c1cccnc1
(43) COc1ccc([C@@H]2COc3c(ccc4c3C=CC(C)(C)O4)C2)c(OC)c1
(44) O=C(O)C(Oc1ccc(Cl)cc1)c1ccc(Cl)cc1 (stereo not drawn)
(45) O=C(COc1ccccc1)Nc1nn[nH]n1

Screen / compound no.	41	42	43	44	45
MLLE-PAM2 inh	-3	-13	11	-2	12
FAS-TE inh	-8	-5	16	-4	2
MsrA inhibitor	-1.8	3.5	-0.5	0.7	1.3
Rin1 Abl inh	2	-1	5	3	0
bovine MsrA act	-12	-7	-7	-3	1
CSN inh	4	-3	2	-1	1
Tb MetRS inh	-1.6	0.4	-0.2	-0.3	0.1
E coli Lon inh	3	1	-2	-7	-4
Neddylation inh	i	i	i	i	i

(46) Brc1cccc(-c2nc3c4ccccc4ccn3c2Cc2ccccc2)c1
(47) Cc1nonc1C(=O)N/N=C/c1ccncc1
(48) O=CNCCc1nc2ccccc2n1CCc1ccccc1
(49) O=[N+]([O-])c1ccc(/C=N/NC2=NS(=O)(=O)c3ccccc32)cc1
(50) COc1ccc(CCNc2oc(-c3ccc(OC)c(OC)c3)nc2C#N)cc1

Screen / compound no.	46	47	48	49	50
MLLE-PAM2 inh	2	-4	-10	14	-2
FAS-TE inh	11	-3	-4	-1	28
MsrA inhibitor	0.6	-0.4	0.1	1.8	1.0
Rin1 Abl inh	2	3	2	0	-1
bovine MsrA act	-6	-4	-3	-4	-11
CSN inh	-4	-6	-4	4	3
Tb MetRS inh	0.1	-0.8	-0.3	-0.3	-1.4
E coli Lon inh	-15	7	-3	1	-2
Neddylation inh	i	i	i	i	x

(51) Cc1cccc([C@@H]2[C@@H]3C(=O)N(Cc4ccccc4)C(=O)[C@@H]3[C@]3(C)C(=O)N(c4ccc(Br)cc4)C(=O)N23)c1
(52) Cn1cncc1C#Cc1ccc2cc(C(C)(C)O)oc(=O)c2c1
(53) FC(F)(F)c1cccc(-n2c(Cn3nnc4ccccc43)n[nH]c2=S)c1
(54) COC(=O)c1cncc(O)c1

Screen / compound no.	51	52	53	54
MLLE-PAM2 inh	1	-8	-50	-5
FAS-TE inh	39	-7	-7	-3
MsrA inhibitor	x	3.4	2.4	-0.3
Rin1 Abl inh	4	-3	2	-5
bovine MsrA act	1	-4	3	2
CSN inh	5	4	3	-1
Tb MetRS inh	0.3	0.0	0.4	0.7
E coli Lon inh	-7	6	1	-8
Neddylation inh	i	i	i	i

Quoted from the results shown (2 entries):
(50) COc1ccc(CCNc2oc(-c3ccc(OC)c(OC)c3)nc2C#N)cc1
(51) Cc1cccc([C@@H]2[C@@H]3C(=O)N(Cc4ccccc4)C(=O)[C@@H]3[C@]3(C)C(=O)N(c4ccc(Br)cc4)C(=O)N23)c1

Screen / compound no.	50	51
MLLE-PAM2 inh	-2	1
FAS-TE inh	28	39
MsrA inhibitor	1.0	x
Rin1 Abl inh	-1	4
bovine MsrA act	-11	1
CSN inh	3	5
Tb MetRS inh	-1.4	0.3
E coli Lon inh	-2	-7
Neddylation inh	x	i
